KDM5B inhibitor: inhibitors of human KDM5B histone demethylase. Q9UGL1. KDM5B demethylase, FDH-coupled NADH fluorescence (FDH is formaldehyde dehydrogenase). Potency, µM (series often up to 57.7 µM), inactives show at the highest dose activity change, negative = inhibition, most hits filed as inhibitors. 220,000 compounds, 2.6% hits; active = well fitted inhibition curve with a large enough effect; inconclusive = small, poorly fitted or top-dose-only effect; inactive = no such curve, though single readings can be large or run the other way; also: 0% is about no effect; nearly all actives have a fitted effect of over 70% in size
Target sequence (Q9UGL1 whole entry, looked up): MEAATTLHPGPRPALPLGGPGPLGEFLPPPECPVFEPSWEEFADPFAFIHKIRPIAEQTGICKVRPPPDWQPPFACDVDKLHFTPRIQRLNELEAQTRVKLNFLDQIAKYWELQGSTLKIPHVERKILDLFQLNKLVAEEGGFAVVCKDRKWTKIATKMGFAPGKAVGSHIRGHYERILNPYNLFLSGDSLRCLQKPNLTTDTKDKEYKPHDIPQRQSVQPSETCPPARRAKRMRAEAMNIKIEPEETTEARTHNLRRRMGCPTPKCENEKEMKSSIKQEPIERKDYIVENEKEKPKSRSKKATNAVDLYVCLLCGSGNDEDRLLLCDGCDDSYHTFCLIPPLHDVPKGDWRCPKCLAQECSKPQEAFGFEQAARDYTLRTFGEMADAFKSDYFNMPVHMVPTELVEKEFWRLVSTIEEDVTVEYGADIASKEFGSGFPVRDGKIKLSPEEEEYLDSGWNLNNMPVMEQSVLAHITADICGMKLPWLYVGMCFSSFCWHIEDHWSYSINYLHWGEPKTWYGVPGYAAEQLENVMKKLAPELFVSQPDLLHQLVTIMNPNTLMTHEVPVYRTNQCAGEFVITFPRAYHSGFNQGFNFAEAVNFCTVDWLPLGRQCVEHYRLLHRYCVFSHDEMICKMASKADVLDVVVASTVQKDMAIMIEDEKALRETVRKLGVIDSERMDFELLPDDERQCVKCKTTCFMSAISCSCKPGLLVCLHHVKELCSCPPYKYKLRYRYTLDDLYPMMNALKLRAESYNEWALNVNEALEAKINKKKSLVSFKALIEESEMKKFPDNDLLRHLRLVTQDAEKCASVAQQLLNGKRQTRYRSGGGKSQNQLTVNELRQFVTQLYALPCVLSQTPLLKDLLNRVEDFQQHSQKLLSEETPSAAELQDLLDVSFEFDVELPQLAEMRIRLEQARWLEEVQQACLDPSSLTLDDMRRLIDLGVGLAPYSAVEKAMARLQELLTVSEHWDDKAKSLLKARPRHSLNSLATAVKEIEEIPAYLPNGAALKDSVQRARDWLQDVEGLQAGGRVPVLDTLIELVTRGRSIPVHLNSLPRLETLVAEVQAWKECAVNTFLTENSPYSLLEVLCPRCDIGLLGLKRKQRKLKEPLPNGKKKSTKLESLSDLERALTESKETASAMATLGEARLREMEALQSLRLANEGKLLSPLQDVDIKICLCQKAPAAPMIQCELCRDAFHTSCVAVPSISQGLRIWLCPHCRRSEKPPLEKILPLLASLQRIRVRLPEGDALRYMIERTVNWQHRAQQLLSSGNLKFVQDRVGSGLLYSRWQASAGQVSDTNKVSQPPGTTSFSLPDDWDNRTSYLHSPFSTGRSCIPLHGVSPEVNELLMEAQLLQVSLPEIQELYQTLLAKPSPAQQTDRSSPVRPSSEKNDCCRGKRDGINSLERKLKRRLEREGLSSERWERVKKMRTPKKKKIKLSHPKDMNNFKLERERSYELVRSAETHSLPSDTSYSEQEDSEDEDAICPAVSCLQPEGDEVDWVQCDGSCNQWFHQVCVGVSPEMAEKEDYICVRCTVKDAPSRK
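Measured: NADH fluorescence change, 30 min, RT. System: KDM5BΔAP 200 nM final, H3K4me3 peptide, α-KG, Fe(II), ascorbate, NAD⁺ plus FDH, pH 7.5 HEPES. Compounds: titrated, 10 min pre-incubation with enzyme.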
* marks the source's active call; other numbers are inactive results; i = inactive; u = inconclusive; & = joins results of further samples; [ ] = dose if it differs, or a comment. Potency is read from the fitted curve at half-maximal effect.

canonical_smiles | KDM5B inhibitor
O=C(CSC1=Nc2ccccc2C2=NC(c3ccccc3)C(=O)N12)Nc1ccc(F)cc1F (stereo not given) | -26%
CCc1nc2ccc(C(=O)N3CCN(c4cccc(OC)c4)CC3)cc2nc1CC | u
CCOC(=O)C1=CN(Cc2ccc(F)cc2)C=C(C(=O)OCC)C1c1cccc(O)c1 | i
CC1CCC(NC(=O)CCc2cn(Cc3ccc(F)cc3)c3ccccc23)CC1 (stereo not given) | -35%
CN1CCC2(CCC1=O)CN(C(=O)c1nn(C)c3c1CCCC3)CCN2C (stereo not given) | 14%
Cc1ccc2c(n1)N(C)[C@H](CO)CCN(Cc1ccccc1C)C2 | u
CCN(CC)c1ccc(CNS(=O)(=O)c2cc3c(cc2C)NC(=O)CO3)cc1 | -20%
O=C(NCc1ccccc1)c1ccc(CSc2nc3cccnc3n2Cc2ccccc2F)cc1 | u
COCCN1C(=O)CC[C@]2(C(=O)NCc3cccc(OC)c3)CCCC[C@@H]12 | -14%
CCCCN1C(SCC(=O)OCC)=NS(=O)(=O)c2ccccc21 | -19%
Cn1cnc(S(=O)(=O)N2CCCC(Cn3cnc4cccnc43)C2)c1 (stereo not given) | -18%
CCN1C(=O)CCc2cc(NC(=O)Cc3ccc(OC)c(Cl)c3)ccc21 | -21%
CC(C)CN(CC1CN(C(=O)Nc2cccc(Cl)c2)CCO1)C(=O)c1ccc(F)cc1 (stereo not given) | 6%
COc1cccc(CC(=O)Nc2ccc3c(c2)CN(Cc2ccccc2Cl)C(=O)C(C)O3)c1 (stereo not given) | -13%
CC(C)NC(=O)Cc1ccc(N(Cc2cccc(F)c2)C(=O)c2ccco2)cc1 | 16%
Clc1cccc(Cl)c1CNCCN1CCCC1 | 20%
Cc1cc(C)c2cc(C(=O)NCc3ccc4c(c3)OCO4)[nH]c2c1 | u
COCCn1cnc2c1c(=O)n(CC(=O)OCCOc1ccccc1F)c(=O)n2Cc1ccccc1 | 27%
CCc1ccc(NC(=O)Cn2cc(S(=O)(=O)N3CCCC3)c(S(=O)(=O)N3CCCC3)c2)cc1 | -8%
COc1cccc(C(=O)Nc2ccc(NC(=O)C3CCCCC3C(=O)O)cc2)c1 (stereo not given) | 10%
CN(C)c1cccc(-c2nccc3c(=O)cc(N4CCOCC4)oc23)c1 | 35µM*
Cc1ncsc1CN1CCC(Cc2ncc(C)n2CC2CC2)C1 (stereo not given) | u
Cn1ccc2c(C(=O)NCCc3cnc[nH]3)nc(-c3ccccc3)cc21 | i
O=C(NCc1noc(-c2ccccc2)n1)c1cc2ccccc2o1 | 7%
Cc1ccc(C)c(OCCOc2ccc3ccc(=O)oc3c2)c1 | u

By substructure: the entries above with two or more sulfur atoms
canonical_smiles | KDM5B inhibitor
CCCCN1C(SCC(=O)OCC)=NS(=O)(=O)c2ccccc21 | -19%
CCc1ccc(NC(=O)Cn2cc(S(=O)(=O)N3CCCC3)c(S(=O)(=O)N3CCCC3)c2)cc1 | -8%

New compounds follow
canonical_smiles | KDM5B inhibitor
CCC(=O)N1N=C(c2cccc(NS(C)(=O)=O)c2)CC1c1ccc2nccnc2c1 (stereo not given) | 11%
O=C(Nc1cccc(-c2nc3cc(Cl)ccc3o2)c1)c1ccc([N+](=O)[O-])o1 | 1%
CCOc1ccc(NC(=O)C2Cn3cccc3C(=O)N2)cc1 (stereo not given) | -1%
CCCOC(=O)c1c(NC(=O)c2cc3nc(-c4ccc(OC)cc4)cc(C(F)(F)F)n3n2)sc2c1CCCC2 | u
O=C(Cc1cccs1)N1CCC(Oc2ccccc2)C1 (stereo not given) | -22%
Cc1nc2cc(NS(=O)(=O)c3cccc(F)c3)ccc2o1 | -4%
COc1ccc(S(=O)(=O)N2CCc3ccccc32)cc1C(=O)Nc1ccc(NC(C)=O)cc1 | u
O=S(=O)(c1ccc2c(c1)OCCO2)N1CCCC(c2nc(CCOCC3CC3)no2)C1 (stereo not given) | -18%
Cc1ccccc1CNC(=O)c1ccc(Cn2c(SCc3ccccc3)nc3cccnc32)cc1 | u
CCOC(=O)CNC(=O)N1CCCN(S(=O)(=O)c2ccc3c(ccn3CC)c2)CC1 | -12%
C=CCOc1ccccc1NC(=O)c1ccc(C)cc1 | 24%
CC(C)CN(C(=O)CN1c2ccccc2CC1C)c1c(N)n(Cc2ccccc2)c(=O)[nH]c1=O (stereo not given) | u
CCCCc1nn2c(=O)cc(COC(=O)c3cccc(NC(=O)CCc4ccccc4)c3)nc2s1 | -1%
CN1CCC2(CCCN(Cc3cc4n(n3)CCCNC4)C2)C1 (stereo not given) | u
N#Cc1ccc(CSC2=NCCCN2)cc1 | 18%
CCCOc1ccc(/C=C/c2[nH]c(=O)[nH]c(=O)c2[N+](=O)[O-])cc1OCC | -10%
CC(C)CCN(C(=O)CN(C)c1ccccc1)c1c(N)n(Cc2ccccc2)c(=O)[nH]c1=O | 14%
CC(=O)N1CCN(C(=O)c2ccc(Cl)c(S(=O)(=O)N3CCc4ccccc43)c2)CC1 | 12%
CCC1CCC2(CC1)NC(=O)N(CC(=O)Nc1ccc(OC)c(Cl)c1)C2=O (stereo not given) | 31%
C=CCOc1cccc(-c2nc(C(=O)N(C)CC)cs2)c1 | u
O=C1NCCOCCCN(S(=O)(=O)c2cccc(F)c2)[C@H]2CCC[C@@H]12 | 10%
O=C(Nc1ccccc1C(F)(F)F)c1ccc(F)c(S(=O)(=O)N2CCc3ccccc3C2)c1 | -16%
Cc1ccc(NC(=O)N[C@@H]2C=C(C(=O)N[C@H]3CCCNC3=O)C[C@@H](O)[C@@H]2O)cc1 | u
COc1cccc(C(=O)N2CCC(N3CCCNC3=O)CC2)c1 | 15%&3%[86.2 µM]
N#Cc1ccccc1OCCN1CCc2ccccc2C1 | u

Entries listed so far that have a Cl atom (7):
canonical_smiles | KDM5B inhibitor
CCN1C(=O)CCc2cc(NC(=O)Cc3ccc(OC)c(Cl)c3)ccc21 | -21%
CC(C)CN(CC1CN(C(=O)Nc2cccc(Cl)c2)CCO1)C(=O)c1ccc(F)cc1 (stereo not given) | 6%
COc1cccc(CC(=O)Nc2ccc3c(c2)CN(Cc2ccccc2Cl)C(=O)C(C)O3)c1 (stereo not given) | -13%
Clc1cccc(Cl)c1CNCCN1CCCC1 | 20%
O=C(Nc1cccc(-c2nc3cc(Cl)ccc3o2)c1)c1ccc([N+](=O)[O-])o1 | 1%
CC(=O)N1CCN(C(=O)c2ccc(Cl)c(S(=O)(=O)N3CCc4ccccc43)c2)CC1 | 12%
CCC1CCC2(CC1)NC(=O)N(CC(=O)Nc1ccc(OC)c(Cl)c1)C2=O (stereo not given) | 31%

Continuation.
canonical_smiles | KDM5B inhibitor
COc1ccc(NC(=O)CCc2c(C)c3ccc(OC)c(C)c3oc2=O)c(OC)c1 | 15%
Cc1ccc(Cn2c(-c3ccc(F)cc3)nc(C)c(CCO)c2=O)cc1 | -17%
COc1cc2c(cc1OC)C(NC(=O)c1ccc(C)cc1)CC2=O (stereo not given) | 3%
CC(C)C1Cc2c(sc3ncnc(NN)c23)CO1 (stereo not given) | -27%
OCC1CN(C2CCC2)CC12CCN(Cc1cc(F)ccc1F)CC2 (stereo not given) | u
CC(=O)N1CCC(N(CCCN2CCC(C)CC2)C(=O)Nc2cc(C)ccc2C)CC1 | 25%
CC1CCCc2sc(N)c(C#N)c21 (stereo not given) | u
Cn1cccc1CN1CCC(N2CCNC2=O)CC1 | u
CC(=O)c1ccc(NC(=O)c2cc(-c3ccc(C)s3)nc3ccccc23)cc1 | u
CC(C)Cn1nc(C(=O)N2CCc3ccccc32)c2ccccc2c1=O | 4%
COc1cccc(CNC(=O)c2cnc(N3CCCCC3)c3ccccc23)c1 | u
COc1cc(-c2nc(C3CC(=O)N(c4ccc(C)cc4)C3)no2)cc(OC)c1OC (stereo not given) | u
COc1ccc(CNC(=O)Cn2ccc3cc(S(=O)(=O)N4CCCCC4)ccc32)c(OC)c1 | -45%
CCN(Cc1cccs1)C(=O)Cc1c[nH]c2ccccc12 | 11%
O=C(c1ccccn1)C1CCCN(C(=O)c2cnc(-c3cccnc3)nc2)C1 (stereo not given) | 8%
Cc1ccncc1C(=O)N1CCOc2c(O)cc(-c3ccccc3C)cc2C1 | -6%
N#Cc1ccccc1NC(=O)C(=O)NCC(c1cccnc1)N1CCc2ccccc2C1 (stereo not given) | 28%
COc1cc2c(cc1OC)C(C[C@H]1CN(S(=O)(=O)c3ccc(Cl)cc3)CC[C@H]1CC(=O)O)=NCC2 | 28µM*
Cc1c(C#N)c(NC(=O)CSc2nncn2-c2ccccc2)n(Cc2ccco2)c1C | -3%
O=C(c1ccccc1-c1ccccc1)N1CCC(c2ncc[nH]2)CC1 | 14%
CN(CC1CCOC1)C(=O)c1cccc(Br)c1 (stereo not given) | 9%
O=C(CSc1ccc2ccccc2n1)NCCc1ccc(Cl)cc1 | 6%
CNc1oc(-c2ccccc2F)nc1S(=O)(=O)c1ccc2c(c1)OCCO2 | u
Cc1ccc(S(=O)(=O)NCCc2nnc3ccc(SCc4ccc(Cl)cc4)nn23)cc1 | -11%
c1cncc(-c2nnc([C@H]3CCN(C4CCOCC4)C3)o2)c1 | -19%[86.2 µM]

canonical_smiles | KDM5B inhibitor
O=C(C1CCCC1)N1CCN(S(=O)(=O)c2ccc(F)c(F)c2F)CC1 | 9%
Clc1cccc(Nc2cc3c(cn2)CN(Cc2cccnc2)CCN3)c1 | u
COCCN1C(=O)c2cccn2CC1CNC(=O)COc1ccccc1 (stereo not given) | -33%
Cn1c(=O)c2c(ncn2CC(=O)OCC(=O)NCc2ccc(F)cc2)n(C)c1=O | 9%
CCOC(=O)c1cc(NC(=O)c2ccccc2)c(=O)n2c1oc1ccc(Cl)cc12 | -11%
Cc1cccc(OC(=O)c2cc(-c3ccc(Cl)cc3)on2)c1C | -15%
COc1cc(F)ccc1-c1nccc2c(=O)cc(N3CCOCC3)oc12 | 35µM*
COc1cccc(S(=O)(=O)N2CCC3(CC2)C(OC)CN3c2cccc(F)c2)c1 (stereo not given) | u
CCCn1nc(C(=O)Nc2cccc(S(=O)(=O)N(C)C)c2)c2ccccc2c1=O | 6%
CCCN(CCC)C(=O)Cn1c(=O)n(CCCCCC(=O)NCc2ccccc2Cl)c(=O)c2sccc21 | -17%
Cc1ccc2onc(CC(=O)N3CCN(c4cc(Cl)ccc4C)CC3)c2c1 | u
O=C(C1CCCCC1)N1CCC(n2cc(-c3nc(-c4ccccc4)no3)nn2)CC1 | -1%
Cc1cc(C)cc(NC(=O)N2CCCC(c3noc(COc4ccccc4F)n3)C2)c1 (stereo not given) | -5%
Cc1n[nH]c(C)c1CCC(=O)Nc1ccc2c(c1)C(=O)N1CCC[C@H]1C(=O)N2 | 0%
C#CCNC(=O)CSc1cccs1 | 17%
CCSc1nc2sccc2c(=O)n1-c1ccccc1 | 32%
Cc1nn(C)cc1CN(C)C(=O)c1cn2ccnc(-c3ccccc3)c2n1 | u
Cc1ccc(CN2CC[C@@H]3C(=O)NCCCCCCN(Cc4ccncc4)[C@@H]3C2)o1 | u
Cc1oc(-c2ccccc2)nc1C(=O)N1CCN(C(=O)c2ccco2)CC1 | -1%
COc1cccc(N2CCN(C(=O)COc3ccc(NC(=O)C4CC4)cn3)CC2)c1 | -5%
Cn1nc2c3cc(F)ccc3n(Cc3ccc(F)cc3)cc-2c1=O | 3%
Cn1cnc2ccc(-c3cccc(C(F)(F)F)c3)nc2c1=O | -31%[86.2 µM]
Cc1ccc(NC(=O)CN(C)Cc2cccs2)cc1Cl | -4%
O=C(Cn1ccn2nc(-c3ccc(F)cc3)c(CO)c2c1=O)Nc1ccccc1C(F)(F)F | u
CC(C)CCN(C(=O)c1csnn1)C(C(=O)NC1CCCCC1)c1ccc(F)cc1 (stereo not given) | 9%

canonical_smiles | KDM5B inhibitor
Cc1ccc(C)c(NC(=O)C(c2ccccc2)N2CCC(c3nc(C4CC4)n[nH]3)CC2)c1 (stereo not given) | 21%
O=C(CNC(=O)c1ccc(Cl)cc1Cl)NCc1cnn(-c2ccccc2)c1 | 16%
Cc1c(C(=O)c2ccc(C(C)(C)C)cc2)sc(Nc2ccccc2)c1C#N | 9%
CN(C)c1ccc(CNC(=O)C2CCC(CNc3c(N4CCCCC4)c(=O)c3=O)CC2)cc1 (stereo not given) | 30%
O=C(Cc1cccs1)N1CCCN(C(=O)C2CC2)c2ccccc21 | -12%
CC(C)CCNC(=O)C1CCNCC1 | 27%
Fc1cccc(-n2ncc3c2ncn2nc(-c4ccccc4Cl)nc32)c1 | -9%
COc1ccc(C)cc1NC(=O)C(Cc1ccccc1)NS(=O)(=O)c1cccs1 (stereo not given) | -14%
O=C(c1ccccc1F)N1CCN(c2nc3ncccc3o2)CC1 | u
COc1ccc(NC(=O)c2ccc3c(c2)N(C(=O)c2ccc(F)cc2)CC3)cc1 | -33%
O=C(O)c1ccc(N=Cc2c(O)ccc3oc4c(c23)CCCC4)cc1 | u
CCOC(=O)c1c(S(=O)(=O)N2CCC(C(=O)Nc3ncccc3C)CC2)c(C)n(C)c1C | -12%
O=C(C1CCCCC1)N1CC[C@H](c2nnc(-c3cccnc3)o2)C1 | 12%[86.2 µM]
O=C(NCc1nnc2c(-c3nc(C4CC4)no3)cccn12)c1cccc(Cl)c1 | 28µM*
Cc1noc(C)c1S(=O)(=O)N1CCC(C(=O)Nc2ccc(Br)cc2)CC1 | -8%
CN(C)CCCn1c(-c2ccc(COc3ccc(Br)cc3)o2)n[nH]c1=S | u
Cc1ccccc1C1CC(=O)N(c2ccc(C(F)(F)F)cc2)C2=C1C(=O)CCC2 (stereo not given) | 16%
COc1ccc2c(c1)OCC(C(=O)NCc1noc(-c3ccco3)n1)C2 (stereo not given) | u

High-throughput results deposited in PubChem BioAssay by National Center for Advancing Translational Sciences (NCATS).

Not all compounds are listed; the hit share may differ from the screen's.
